Screens: PubChem, several laboratories
Ba/F3 V617F tox: reduced viability of JAK2V617F-dependent Ba/F3 cells, primary screen, JAK2V617F inhibitor project, cell-based, Ba/F3 EpoR-JAK2V617F, luminescence; ATP luminescence; inhibition, % at 5.6 µM; 1.1% of 220,000 active;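 active means inhibition above the campaign mean plus 3 SD over all tested compounds, cut at about 24% in these data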;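 further: cytokine-independent growth of Ba/F3 cells driven by EpoR plus mutant JAK2; 0% = DMSO-treated cells and 100% = JAK inhibitor I control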
EP2 mod: EP2 receptor modulators, cAMP readout, primary screen, cell-based, HTRF cAMP, PGE2 stimulation; Prostaglandin E2 receptor EP2 subtype (Homo sapiens), P43116; EP2-expressing cells, cAMP HTRF FRET, PGE2 co-stimulation; induction, % at 25 µM; 0.83% of 260,000 active;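 active means compounds whose cAMP rise, as percent of the full-agonist control response, exceeds 60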;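 further: rat C6 glioma line stably carrying human EP2 under a CMV promoter; the protocol text gives 20 µM as final concentration; 100% = response of wells given 1 µM PGE2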
Target sequence (P43116 whole entry, looked up): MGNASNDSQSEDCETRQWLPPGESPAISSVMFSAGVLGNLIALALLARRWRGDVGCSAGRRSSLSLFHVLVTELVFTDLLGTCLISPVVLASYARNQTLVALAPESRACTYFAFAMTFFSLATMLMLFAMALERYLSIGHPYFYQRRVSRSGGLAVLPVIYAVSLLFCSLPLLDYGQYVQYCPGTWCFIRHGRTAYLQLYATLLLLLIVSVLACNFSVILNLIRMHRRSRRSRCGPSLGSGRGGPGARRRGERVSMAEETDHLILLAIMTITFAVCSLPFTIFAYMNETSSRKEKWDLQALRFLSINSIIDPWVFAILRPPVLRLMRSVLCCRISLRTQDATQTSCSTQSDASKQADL
zfTRPN1 agonist: zebrafish TRPN1 channel agonists, primary screen, cell-based, HEK293, calcium fluorescence; transient receptor potential cation channel N1 (TRPN1/NompC), Danio rerio; 0.18% of 220,000 active; activation, % at 3 µM; AID 1424, 2008; HEK293 zebrafish TRPN1-YFP, Fluo-8 calcium fluorescence; 100% = response to 87 µM carbachol;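 active means activation above its plate's cutoff, the mean activation of test wells on that plate plus 3 SD, cut at about 19% in these data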;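 further: 0% = DMSO alone and 100% = 87 µM carbachol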
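Material – zebrafish TRPN1-YFP in HEK293 cells · Doses – 3 µM single point · Schedule – dye 1 h 37 °C plus 30 min RT · Signal – Fluo-8 calcium fluorescence, excitation 470-495 nm, emission 515-575 nm · Read-out – % activation versus carbachol response · Control set – carbachol high, DMSO low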
S1P4 antagonist: S1P4 receptor antagonists, primary screen, cell-based | S1P4-expressing cells, antagonist mode, reporter read-out | inhibition, % at 4.98 µM | 0.26% of 220,000 active | AID 1510, 2009 | Sphingosine 1-phosphate receptor 4 (Homo sapiens), O95977; in the data active means inhibition above about 29%;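 further: 0% = wells stimulated with agonist and 100% = vehicle wells without agonist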
TRPML3 agonist: human TRPML3 channel agonists, primary screen, cell-based, HEK293 TRPML3-YFP, Fluo-8 calcium fluorescence, 3 µM; 100% = the carbachol control signal; activation, % at 3 µM; 0.29% of 220,000 active;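 active means activation above its plate's cutoff, the mean activation of the plate's test wells plus 3 SD, cut at about 12% in these data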;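 further: 0% = DMSO only wells and 100% = carbachol wells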
Target sequence (Q8TDD5 whole entry, looked up): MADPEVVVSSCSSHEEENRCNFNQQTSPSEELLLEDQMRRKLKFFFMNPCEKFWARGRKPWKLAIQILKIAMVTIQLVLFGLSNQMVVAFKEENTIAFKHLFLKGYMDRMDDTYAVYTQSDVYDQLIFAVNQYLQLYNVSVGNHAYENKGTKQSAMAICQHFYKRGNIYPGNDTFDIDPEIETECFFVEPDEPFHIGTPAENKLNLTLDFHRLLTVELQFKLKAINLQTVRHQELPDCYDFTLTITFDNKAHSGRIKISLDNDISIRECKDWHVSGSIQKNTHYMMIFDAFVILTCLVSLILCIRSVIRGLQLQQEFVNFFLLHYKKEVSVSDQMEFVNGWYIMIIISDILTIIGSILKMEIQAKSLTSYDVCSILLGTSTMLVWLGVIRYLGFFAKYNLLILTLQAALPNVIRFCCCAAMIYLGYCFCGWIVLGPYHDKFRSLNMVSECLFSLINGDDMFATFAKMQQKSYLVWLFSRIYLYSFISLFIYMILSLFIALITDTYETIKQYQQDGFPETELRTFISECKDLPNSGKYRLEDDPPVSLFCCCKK
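system = HEK293 cells stably carrying human TRPML3-YFP | doses = one concentration, 3 µM nominal, 0.3% DMSO | timing = dye loading 1 h 37 °C then 30 min ambient, 125 s read | detection = Fluo-8 calcium dye fluorescence, ex 470-495, em 515-575 nm | benchmarks = high control carbachol 87 µM, low control DMSO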
BaF3 parental: parental Ba/F3 cell viability inhibition, counter-screen for JAK2V617F inhibitor project, murine pro-B, CellTiter-Glo luminescence | CellTiter-Glo ATP luminescence | inhibition, % at 5.6 µM | 1.1% of 220,000 active;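 active means inhibition above a per-campaign cutoff, the mean inhibition of all tested compounds plus 3 SD, cut at about 27% in these data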;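 further: 0% = DMSO wells and 100% = JAK Inhibitor I control wells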
S1P4 agonist: S1P4 receptor agonists, primary screen, cell-based | Sphingosine 1-phosphate receptor 4 (Homo sapiens), O95977 | S1P4-expressing cell line, agonist reporter assay | activation, % at 4.98 µM | 0.35% of 220,000 active | AID 1509, 2009; in the data active means activation above about 11%;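 further: 0% = DMSO vehicle and 100% = reference agonist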
Calpain2 inh: inhibitors of pig calpain II, primary screen, biochemical, fluorogenic peptide substrate, 1536-well; purified calpain II, 30 min; inhibition, % at 16 µM; 0.37% of 220,000 active;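 active means inhibition above about 50%, limit read from the data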
PERK inhibitor: block of dimerizer-induced PERK translation repression, primary screen, PERK inhibitor project, CHO PERK-DD cells, SEAP luminescence, HTS | CHO PERK-DD fusion, SEAP luminescence translation reporter | Eukaryotic translation initiation factor 2-alpha kinase 3 (Homo sapiens), Q9NZJ5 | AID 1416, 2008 | 0.17% of 220,000 active | inhibition, % at 5.6 µM;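 active means inhibition above the mean inhibition of all tested compounds plus 3 SD, set separately per screening campaign, cut at about 2.9% in these data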;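 further: PERK kinase domain activated by AP20187 dimerizer at 100 nM; 0% = DMSO with dimerizer and 100% = rapamycin at 8.4 µM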
The depositor's hits bear a star; i = inactive; & = joins results of further samples. The order is random; any-hit rate near 3.6%.

#	smiles	Ba/F3 V617F tox	EP2 mod	zfTRPN1 agonist	S1P4 antagonist	TRPML3 agonist	BaF3 parental	S1P4 agonist	Calpain2 inh	PERK inhibitor
1	CC(=O)C1=C(C)NC(SCC(=O)Nc2nccs2)=C(C#N)C1c1ccccc1Cl (centres undefined)	1	-23	-1.7	-5	-1.0	6	-0.8	-35	-0.5
2	CC(CN(C)Cc1nc(Cc2cccc(C(F)(F)F)c2)no1)CN1CCCC1 (centres undefined)	3	-3	-1.2	-12	0.7	4	2.3	-8	-0.8
3	Cc1cc(=O)c2cc(Cl)ccc2[nH]1	1	-10	1.3	4	0.1	11	1.4	24	0.3
4	C=CCN1/C(=C(\C#N)C2=NS(=O)(=O)c3ccccc32)N(C)c2ccccc21	-3	-8	0.3	-7	0.8	3	-3.9	9	-1.4
5	CCN1CCN(c2ccc(NC(=O)CCc3c(C)nc4c(-c5ccccc5)c(C)nn4c3C)cc2)CC1	4	-23	2.4	-2	0.6	8	4.9	-10	-0.7
6	O=S(=O)(N/N=C/c1cccc(OC2CSC2)c1)c1ccccc1	-1	19	-1.0	-5	-0.2	1	0.7	-44	1.0
7	Cc1cc(C)c(S(=O)(=O)c2ccccc2C)c(SCC(C)C)n1	-2	48	-0.2	-3	0.8	7	2.4	-14	0.6
8	O=C(CC12CC3CC(CC(C3)C1)C2)NC(=S)N1CCCCC1	10	19	1.9	-4	0.2	-3	-0.8	22	0.2
9	C/C(=N/Oc1nc(C)cc(C)n1)c1ccccc1	-3	-1	-1.1	2	-0.2	-1	1.4	-4	0.0
10	N#CC(C#N)=C/C=C(\Nc1ccc(Cl)cc1)c1ccc(Cl)cc1	1	7	11	0	3.9	-5	1.8	-25	1.2
11	O=C(CSc1ccccn1)N1CCN(c2ccccc2)CC1	-3	-8	2.3	-8	0.9	3	1.2	-16	0.7
12	S=C(Nc1ccc2c(c1)OCO2)NC1CCN(Cc2ccccc2)CC1	-2	-18	1.2	0	0.7	-1	-0.7	-6	-0.3
13	Cc1oc(/N=C/c2ccc(O)cc2O)c(C#N)c1C	1	10	1.2	-31	0.6	2	4.6	-30	0.1
14	CC[C@@H]1C=C(C)C[C@H](C)C[C@H](OC)[C@H]2O[C@@](O)(C(=O)C(=O)N3CCCC[C@H]3C(=O)O[C@H](/C(C)=C/[C@@H]3CC[C@@H](O)[C@H](OC)C3)[C@H](C)[C@@H](O)CC1=O)[C@H](C)C[C@@H]2OC	4	-25	14	-4	1.6	13	-7.2	-109	95*
15	CCC1Oc2ccc(C)cc2N(CC(=O)NCc2cc(OC)ccc2OC)C1=O (centres undefined)	-2	27	0.2	-16	0.0	4	0.3	13	0.3
16	O=C1ON=C(c2cccc([N+](=O)[O-])c2)/C1=C/c1ccc(O)cc1	-5	-65	0.1	-9	0.0	3	0.7	-12	1.0
17	C=CCn1c(CNC(=O)c2ccco2)nnc1SCC(=O)c1ccccc1	3	-6	-0.3	12	0.4	5	-0.7	2	0.0
18	CC(=O)c1ccc(NC(=O)c2cc(CC(C)C)on2)cc1	-3	19	1.7	-7	-0.1	4	-1.1	-6	1.0
19	CC(C)CC1NC(=O)N(CC(=O)N2CCN(S(=O)(=O)c3ccc(Cl)cc3)CC2)C1=O (centres undefined)	-4	4	0.7	-16	0.0	0	-2.8	-5	0.3
20	Cn1nnnc1SCCNCc1cccc2ccccc12	-1	0	0.0	0	-0.1	4	-1.1	-15	-0.2
21	Cn1cc(S(=O)(=O)NCCc2ccccc2)c(=O)n(C)c1=O	-2	3	0.6	3	1.1	-4	-0.6	-22	0.8
22	N#C/C(=C\c1cccnc1)C(=O)Nc1ccc(C(=O)O)cc1	1	33	-0.8	-18	0.2	5	0.5	11	0.0
23	O=c1c2ccccc2nc(SCc2ccncc2)n1CC1CCCO1 (centres undefined)	3	22	-1.6	1	-0.5	0	1.1	-5	0.1
24	COc1ccccc1NS(=O)(=O)c1cccc(NC(=O)c2cc3ccccc3oc2=O)c1	1	-11	-0.2	-17	0.2	8	0.4	-28	1.3
25	Cc1nn(CC(=O)OCC(=O)Nc2ccccc2[N+](=O)[O-])c(C)c1[N+](=O)[O-]	2	19	0.0	-22	-0.2	11	1.3	23	-0.1

Going on with the list.
#	smiles	Ba/F3 V617F tox	EP2 mod	zfTRPN1 agonist	S1P4 antagonist	TRPML3 agonist	BaF3 parental	S1P4 agonist	Calpain2 inh	PERK inhibitor
26	CC(C)CC(NC(=O)C(CC(C)C)NC(=O)C(Cc1ccc(OCc2ccccc2)cc1)NC(=O)OC(C)(C)C)C(N)=O (centres undefined)	0	41	-0.7	4	1.4	-3	-0.5	-8	0.2
27	C[C@]12CCC(=O)C=C1CC[C@@H]1[C@@H]2C(=O)C[C@@]2(C)[C@H]1CC[C@]2(O)C(=O)CO	-4	2&1	0.3	-6	0.2	0	-0.1	2	0.7
28	Cc1cccc(NC(=S)N2CCCCC2c2cccnc2)c1C (centres undefined)	1	10	1.2	-9	0.0	-3	2.2	-16	0.3
29	Cc1ccc(OCC(=O)Nc2ccc(N3CCOCC3)cc2)cc1	-3	-20	0.6	0	0.4	-2	-1.2	-24	1.2
30	CC(C)C(c1nnnn1C1CCCCC1)N1CCc2ccccc2C1 (centres undefined)	-3	-19	-0.5	-18	0.1	3	-2.5	6	0.1
31	CC(O)CNCCOc1ccccc1-c1ccccc1 (centres undefined)	1	7	-1.4	-1	0.2	9	-1.2	-7	0.2
32	CNC(=O)NC(=O)COC(=O)c1n[nH]c2ccccc12	-5	23	0.7	1	1.1	-2	-0.5	-11	1.2
33	Nc1ccc(C(=O)O)cc1[N+](=O)[O-]	2	20	-0.9	-7	0.5	4	0.7	21	0.9
34	S=C(NCCCn1ccnc1)Nc1cccc(Cl)c1	3	-7	1.0	-1	0.6	5	-0.8	16	0.1
35	COc1cc2c(cc1OC)CN(C(=O)c1cc3ccccc3oc1=O)CC2	8	-23	0.9	11	0.5	14	-1.7	19	-0.3
36	CCC(/C=N/NC(=O)C(N)=O)CC	-5	-15	0.6	-8	0.9	0	0.0	-2	1.2
37	CCCNC(=O)NC(=O)CSc1nnc(C)n1N	-3	-6	-0.1	-12	0.3	-1	1.5	5	0.3
38	COc1ccc(CCN2C(=O)C3CC=C(C)CC3C2=O)cc1OC (centres undefined)	-5	20	-0.6	-9	-0.4	0	-1.3	-16	-0.5
39	COCCCNC(=O)c1ccc2c(=O)n(C3CCCC3)c(=S)[nH]c2c1	2	-25	2.9	-3	0.8	7	0.6	-4	0.4
40	CC(=O)c1ccc(NC(=O)Cn2nc(C)c([N+](=O)[O-])c2C)cc1	-2	-18	0.0	1	-0.2	3	1.0	-12	0.3
41	Cc1ccc(N/N=C/c2cccnc2)cc1	0	-20	-0.3	-17	0.7	2	0.4	-10	0.9
42	O=C(COC(=O)c1cc(-c2ccco2)nc2ccccc12)NCc1ccccc1	-7	-19	-0.2	-3	0.8	1	0.9	i	0.4
43	CCn1c(C)nc2cc(N)ccc21	-4	10	-0.2	4	0.6	2	-0.8	6	0.8
44	O=C(Cn1c(=O)sc2ccccc21)Nc1ccc2c(c1)OCCO2	2	2&-56	0.5	8	0.7	2	0.4	6	1.5
45	Cc1ccc(N(CC(=O)Nc2ccc(F)cc2)S(=O)(=O)N2CCCC2)cc1	0	46	-1.9	-4	-1.1	5	1.6	10	0.6
46	Cc1cc(=O)[nH]c(/N=C(\N)Nc2ccc(SC(F)F)cc2)n1	2	-50	3.2	-5	-1.0	2	1.7	-10	0.6
47	CCc1c(C)nc(SCc2ccccn2)[nH]c1=O	3	16	1.6	-1	1.0	1	2.8	-7	1.1
48	Cc1ccc(NC(=O)c2c3c(nc4ccccc24)CCC3)cc1	3	-33	0.5	15	0.3	12	1.5	-30	-0.1
49	Cc1oc(-c2cccs2)nc1CN1CCC(c2ccccc2)CC1	-3	-14	-2.1	-1	0.2	-1	-0.3	-11	0.3
50	O=C(NCc1ccccc1)Nc1cc(Cl)ccc1Cl	-3	-32	0.9	1	0.9	-1	3.6	-18	0.4

Other results follow:
#	smiles	Ba/F3 V617F tox	EP2 mod	zfTRPN1 agonist	S1P4 antagonist	TRPML3 agonist	BaF3 parental	S1P4 agonist	Calpain2 inh	PERK inhibitor
51	Cc1cc(Nc2ccc(Cl)cc2)n2nnnc2n1	0	-25	1.0	-17	-0.3	7	1.5	16	0.7
52	CC(C)(C)NC(=S)Nc1ccc(Nc2ccccc2)cc1	5	-36	5.8	3	3.5	4	-0.8	-12	-0.5
53	O=C(NC(=S)Nc1nc(-c2cccc([N+](=O)[O-])c2)cs1)c1ccccc1Cl	-1	-12	0.5	1	0.2	0	-2.3	-17	1.6
54	O=C1/C(=C/c2ccncc2)SC(=S)N1Nc1ccccc1	5	-37	4.1	1	0.7	1	-2.5	7	-0.4
55	CCOC(=O)CN(Cc1ccccc1)S(=O)(=O)c1ccc(NC(C)=O)cc1	-1	-22	0.9	-17	0.3	5	0.7	-35	-0.7
56	Nc1nnc(C2CCCC2)s1	-2	1	3.1	-9	0.4	5	0.5	4	1.5
